TNFa cytotox: cytotoxicity in TNFa-stimulated HUVEC, primary screen, cytotoxicity control for VCAM1 expression modulator project, imaging, Hoechst nuclei count; HUVEC TNFalpha-stimulated, Hoechst cell count; cell count reduction, % at 2 µM; 93,000 compounds, 0.17% hits;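 active = cell count reduction exceeding the screen mean by over 5 SD, scaled to untreated wells per plate, cut at about 78% in these data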;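 note: cells counted after 24 h of TNF alpha exposure following the 1 h pretreatment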
hDAT+cocaine: changed hDAT dopamine uptake under cocaine IC80, either direction, primary screen, cocaine antagonist project, cell-based, LLC-PK1 hDAT, [14C]-dopamine uptake, MLSMR; LLC-PK1 hDAT cells, [14C]-dopamine uptake with cocaine IC80; actives deviate in either direction; B-score at 10 µM; 110,000 compounds, 1.3% hits; AID 449768, 2010;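 active = Z score or B-score, a plate-position-corrected score, falls beyond the plate's 99.7% confidence bounds, in either direction; inactive = both scores lie inside the 99.7% bounds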;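 note: scored against the spread of the other compound wells on the same plate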
Target sequence (Q01959 whole entry, looked up): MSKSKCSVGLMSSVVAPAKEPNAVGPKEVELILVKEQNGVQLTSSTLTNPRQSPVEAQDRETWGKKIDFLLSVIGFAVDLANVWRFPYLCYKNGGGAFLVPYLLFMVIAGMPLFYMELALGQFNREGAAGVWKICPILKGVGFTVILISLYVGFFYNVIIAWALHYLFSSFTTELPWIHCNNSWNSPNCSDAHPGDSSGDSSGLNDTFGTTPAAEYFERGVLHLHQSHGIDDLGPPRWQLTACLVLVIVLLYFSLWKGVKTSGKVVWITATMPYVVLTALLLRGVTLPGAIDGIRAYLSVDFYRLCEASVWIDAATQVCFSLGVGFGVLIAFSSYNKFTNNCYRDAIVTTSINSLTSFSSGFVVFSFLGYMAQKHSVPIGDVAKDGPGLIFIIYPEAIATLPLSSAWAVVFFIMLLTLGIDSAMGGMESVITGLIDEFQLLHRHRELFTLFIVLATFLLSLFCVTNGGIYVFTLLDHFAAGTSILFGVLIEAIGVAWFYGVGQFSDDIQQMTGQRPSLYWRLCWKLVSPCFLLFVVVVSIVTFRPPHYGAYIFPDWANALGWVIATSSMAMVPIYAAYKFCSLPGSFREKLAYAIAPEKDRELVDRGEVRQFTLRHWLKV
MT1-MMP txn act: MT1-MMP promoter reporter activation – cell-based, luciferase luminescence, primary screen. HT1080 MT1-MMP promoter luciferase reporter, overnight; stronger effect = higher value. activation factor at 10 µM. 86,000 compounds, 0.16% hits;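 active = activation factor of at least 2 for MT1-MMP transcription at 10 µM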
PTPN22 inh 2: PTPN22 phosphatase inhibitors, primary screen, biochemical, DiFMUP fluorescence, 2 µM. AID 640, 2007. recombinant LYP catalytic domain. inhibition, % at 2 µM. 96,000 compounds, 0.21% hits. Tyrosine-protein phosphatase non-receptor type 22 (Homo sapiens), Q9Y2R2;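 active = inhibition at 2 µM at or above a set limit, the screen mean plus 3 SD, cut at about 24% in these data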;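 note: 0% = DMSO with enzyme and 100% = enzyme fully blocked by orthovanadate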
Smad3 inh: Smad3/FoxH1 peptide binding inhibitors, primary screen, biochemical, TR-FRET. 88,000 compounds, 0.29% hits. AID 630, 2007. inhibition, % at 25 µM. TR-FRET Smad3/Dy647-FoxH1 peptide binding, europium anti-His;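 active = compounds that reduce the energy-transfer binding signal between the protein and its labelled peptide by more than half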;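 note: 0% = Smad3 plus labelled peptide maximal FRET and 100% = peptide-only background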
F-actin modifier: modifiers of F-actin cytoskeleton organization, primary screen, imaging, HUVEC, phalloidin staining, high-content imaging; inhibition, % at 2 µM; HUVEC TNFa F-actin phalloidin imaging; AID 836, 2007; 91,000 compounds, 0.18% hits;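 active = inhibition above the batch mean plus 3 SD and confirmed as a hit by visual image inspection, cut at about 30% in these data, passing the limit was not always enough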; note: strong numbers were not always called active
IL1B cytotox: cytotoxicity in IL-1B stimulated HUVEC, primary screen, cytotoxicity control for IL-1B NFkB translocation project, imaging, Hoechst nuclear count, IL-1B stimulus | HUVEC cell count loss | cell count reduction, % at 2 µM | 94,000 compounds, 0.41% hits | AID 845, 2007;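 active = cell count reduction more than 3 SD above the screen-wide mean, cut at about 70% in these data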;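 note: normalized per plate to untreated control cells as the no-loss baseline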
Candida biofilm: clotrimazole potentiators killing Candida biofilms, primary screen, with clotrimazole, Alamar Blue; 85,000 compounds, 0.14% hits; AID 834, 2007; inhibition, % at 6 µM; C. albicans biofilm + clotrimazole;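 active = inhibition above 20%; inactive = inhibition below 20%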;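 note: preformed 24 hr biofilms exposed to compound for 48 hr; 0% = biofilm without compound and 100% = blank killed by clotrimazole plus chlorhexidine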
VCAM1 TNFa inh: inhibitors of TNFa-induced VCAM1 expression, primary screen, imaging, HUVEC, TNFa stimulus, immunofluorescence | 95,000 compounds, 0.48% hits | HUVEC TNFa-induced VCAM-1 immunofluorescence, high-content imaging | inhibition, % at 2 µM;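 active = inhibition above the batch mean plus 3 SD, with images confirmed as a hit by eye, cut at about 37% in these data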;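 note: 0% = TNF-stimulated DMSO wells and 100% = unstimulated control wells; not every result past the cut was called active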
* marks the source's active call; other numbers are inactive results; . = not tested or not shown; [ ] = another dose, or the depositor's remark. A portion of the library (hit frequency here may not be typical).

smiles	TNFa cytotox	hDAT+cocaine	MT1-MMP txn act	PTPN22 inh 2	Smad3 inh	F-actin modifier	IL1B cytotox	Candida biofilm	VCAM1 TNFa inh
CC1CCCN(C(=O)COC(=O)c2n[nH]c3ccccc23)C1 (stereo unspecified)	-26	-0.26	1.5	5	4	22	2	9	0
COc1cccc(C2C=C(c3ccc(Br)s3)Nc3ncnn32)c1OC (stereo unspecified)	.	0.6	1.1	.	-7	.	.	2	.
CCOC(=O)c1sc(NC(=O)COC(=O)c2ccco2)nc1C	-21	-1.3	1.1	2	13[fluorescence artefact?]	-11	-22	6	35
CCOC(=O)c1c(C)[nH]c(N=Nc2ccc(C)cc2C)c1C	-4	-0.77	1.2	8	9	-15	-2	6	5
COC(=O)C(NC(=O)c1ccccc1)=C1CCCCC1	-19	0.43	1.1	-7	-9	-10	-14	7	8
O=C(NCc1ccccc1)c1cnc2n(c1=O)CCS2	-9	-0.43	1	4	8	56	-21	0	24
Nc1cc2c([N+](=O)[O-])cccc2o1	-11	-0.34	1.3	-4	-11	8	10	5	26
COc1ccc(Cn2c(=O)c3c(nc(NCCO)n3C)n(C)c2=O)cc1	.	0.042	1.2	.	4	.	.	9	.
CCCCOc1ccc(C(=O)N2CCCC2)cc1	-16	0.44	1.3	-4	14	-1	5	2	-5
COc1cccc(OC)c1C(=O)N1CCN(Cc2ccc3c(c2)OCO3)CC1	-16	-0.53	1	-7	10	31	-51	5	-16
CCNc1nc(NCC)nc(OCCOC(=O)COc2ccc(Cl)cc2Cl)n1	-19	0.08	1.2	8	1	7	19	3	-11
COc1ccc(COC(=O)c2nc3nc(C)cc(C)n3n2)cc1F	-16	-1.5	1.1	5	20[fluorescence artefact?]	-3	-33	6	9
CCSc1nc(O)c(Cc2ccccc2)c(=O)[nH]1	-9	0.56	1.2	6	8	.	9	3	0
COc1ccc(N(CC(=O)NC2CCCC2)C(=O)c2ccc(N3CCCCC3)nc2)cc1	-32	-0.1	1.2	5	12	1	-20	4	-8
Nc1nnc(COc2ccccc2)s1	-35	-0.39	1	-5	0	13	-5	9	12
CCC/S(CC1CC1(Cl)Cl)=N\S(=O)(=O)c1ccc(C)cc1 (stereo unspecified)	19	0.52	1.1	4	8	13	-4	-1	21
CC(=O)Nc1ccc(S(=O)(=O)NCC2CCC(C(=O)NCCCN3CCCC3=O)CC2)cc1 (stereo unspecified)	.	-0.24	1.1	.	7	.	.	8	.
CCn1c(CCNC(=O)c2ccc(F)cc2)nc2ccccc21	-24	0.027	.	-1	-12	-1	22	9	-6
COc1ccc(S(=O)(=O)N2CCN(Cc3cccc(Cl)c3)CC2)cc1	-20	1.6	1.1	-3	.	7	-58	.	-44
COc1ccc(CCNC(=O)C2CCN(S(C)(=O)=O)CC2)cc1OC	-11	-0.55	1.2	-14	22[fluorescence artefact?]	-6	-22	6	-14
CC(=O)Nn1cc2c(c1-c1ccccc1)c(=O)n(C)c(=O)n2C	-42	-0.3	1.2	2	1	1	-19	5	-1
CCn1c(SCC(=O)n2c(C)c(C)c3ccccc32)nnc1-c1ccco1	-18	-0.36	1	-3	7	39	-40	11	-4
Cc1ccc(-n2nnc3c(=O)n(CC(=O)NCC4CCCO4)cnc32)cc1 (stereo unspecified)	1	-0.2	0.8	6	-4	-28	2	1	6
Cc1noc(C)c1COC(=O)c1ccccc1Sc1ccccc1C#N	-1	-0.16	1.2	-34	14[fluorescence artefact?]	-24	-11	1	-3
CCN(CC)c1ccc(NC(=O)CN2CCN(CC(=O)Nc3ccccc3F)CC2)cc1	-4	2.5*	1	10	2	-30	-9	7	14
O=C(Cn1c(=O)oc2cc(S(=O)(=O)NCc3ccccc3)ccc21)NCc1ccco1	-3	-1.1	1.1	-4	-5	-1	-1	9	15
COc1ccc(S(=O)(=O)NC(C)C(=O)Nc2cccc(C(C)=O)c2)cc1 (stereo unspecified)	-14	-0.23	1.1	-15	-6	2	-65	8	22
S=c1[nH]nc(COc2ccc3ccccc3c2)o1	.	0.067	1.2	-10	3	0	24	7	-2
O=C(CSc1nnc(-c2ccco2)o1)N1c2ccccc2CCc2ccccc21	-2	0.75	1.2	7	-5	6	-26	4	11
Cc1noc(/C=C/N(C)C)c1S(=O)(=O)N1CCc2ccccc21	-20	1.5	1.1	1	8	14	-11	3	8

Compounds shown so far containing an NH in an aromatic ring, in the order listed:
smiles	TNFa cytotox	hDAT+cocaine	MT1-MMP txn act	PTPN22 inh 2	Smad3 inh	F-actin modifier	IL1B cytotox	Candida biofilm	VCAM1 TNFa inh
CC1CCCN(C(=O)COC(=O)c2n[nH]c3ccccc23)C1 (stereo unspecified)	-26	-0.26	1.5	5	4	22	2	9	0
CCOC(=O)c1c(C)[nH]c(N=Nc2ccc(C)cc2C)c1C	-4	-0.77	1.2	8	9	-15	-2	6	5
CCSc1nc(O)c(Cc2ccccc2)c(=O)[nH]1	-9	0.56	1.2	6	8	.	9	3	0
S=c1[nH]nc(COc2ccc3ccccc3c2)o1	.	0.067	1.2	-10	3	0	24	7	-2

As entered above.
Result for Cc1noc(C)c1COC(=O)c1ccccc1Sc1ccccc1C#N under F-actin modifier: -24
Result for COc1ccc(S(=O)(=O)N2CCN(Cc3cccc(Cl)c3)CC2)cc1 under VCAM1 TNFa inh: -44
Result for O=C(Cn1c(=O)oc2cc(S(=O)(=O)NCc3ccccc3)ccc21)NCc1ccco1 under TNFa cytotox: -3

Later entries.
smiles	TNFa cytotox	hDAT+cocaine	MT1-MMP txn act	PTPN22 inh 2	Smad3 inh	F-actin modifier	IL1B cytotox	Candida biofilm	VCAM1 TNFa inh
CCN1C(=O)N(CC)C2C1N(C(C)=O)C(=O)N2C(C)=O (stereo unspecified)	-4	-0.19	1	8	7	-24	-19	3	19
Cc1cc(C)n2nc(SCc3cc(=O)oc4cc(C)c(C)cc34)nc2n1	-10	.	1.2	4	-18	.	-16	7	9
CS(=O)(=O)NCC(c1cccnc1)N1CCN(c2ccc(F)cc2)CC1 (stereo unspecified)	-3	0.24	1.1	5	-17	-7	3	3	14
CN(CCCC(=O)Nc1ccncc1)S(=O)(=O)c1ccc(Cl)cc1	31	2.2	0.9	4	-1	-21	21	3	18
C/C(=N\O)C(=O)OC1CC(C)CCC1C(C)C (stereo unspecified)	-20	0.026	1	-8	-5	.	1	5	4
CCSc1cc(C)nc2c(-c3ccccc3)c(C)nn12	-16	0.38	1.1	4	-17	2	-7	-2	-2
CCC(=O)N1CCN(c2ccc(NC(=O)c3cc4ccccc4o3)cc2)CC1	-13	-0.07	1	1	6	8	-13	6	3
COc1ccc(C(=O)c2oc3ccc(Br)cc3c2NC(C)=O)cc1	-26	0.62	1	3	-6	-3	0	12	9
CCOC(=O)c1c(NC(=O)C(F)(OC)C(F)(F)F)sc2c1CCN(C)C2 (stereo unspecified)	-29	0.44	1.2	-11	-4	-40	-24	4	9
Cc1sc(-c2ccccn2)nc1OC(=O)c1ccc(Cl)c(Cl)c1	2	0.82	.	4	.	-9	-5	.	12
CN(C)C(CNC(=O)NC1CCCCC1)c1cccnc1 (stereo unspecified)	.	0.11	1.1	5	-8	.	.	9	.
Cc1ccc(S(=O)(=O)N/N=C\c2ccc3c(c2)OCO3)cc1	8	-0.69	.	8	.	-14	-16	.	18
CCOC(=O)C1CCN(C(=O)Nc2ccc3c(c2)nc(C)n3C)CC1	-18	0.085	1.8	-19	10	0	-60	7	13
CC(C)c1ccccc1OCC(=O)NCC(c1cccs1)N1CCOCC1 (stereo unspecified)	26	0.15	0.9	0	3	-28	4	-4	-28
Cn1cc(C(=O)NC2CCCCC2)c(=O)c2cc(S(=O)(=O)N3CCCC3)ccc21	.	1.1	1.2	.	5	.	.	2	.
CCCCSc1ncc(C(=O)OCC)c(N)n1	-10	0.85	1.3	-3	0	23	6	4	7
Cc1snc(SCC(=O)N/N=C(\N)COc2ccc(F)cc2)c1C#N	-10	-0.024	.	4	.	8	-45	.	2
Cc1ccc(C(=O)c2ccc(N3CCOCC3)c(F)c2)cc1	9	4.5*	1.7	-10	5	-29	16	10	3
CCCN1C(=S)SC(C)(C)C1/[N+]([O-])=C/c1cccnc1 (stereo unspecified)	-41	.	1.1	6	2	3	-3	9	10
Cc1ccc(NC(=O)C(C)c2ccc(-c3ccccc3)c(F)c2)c(C)c1 (stereo unspecified)	-10	-0.19	.	-2	.	1	7	.	0
CC1CCCC(C)N1C(=O)Cn1c(SCC(=O)NCc2ccc3c(c2)OCO3)nc2ccccc21 (stereo unspecified)	-14	0.075	1.1	0	-6	-9	12	6	0
CCOC(=O)c1ccc(NC(=O)C2CCCO2)cc1 (stereo unspecified)	-4	0.11	1.5	-18	3	-30	10	3	-10

Screening data from PubChem BioAssay.
